Keap1 Nrf2 FP: disrupts human Keap1 binding to Nrf2 peptide | 0.15% of 340,000 active | inhibition, % at 9.4 µM | Keap1 Kelch-Nrf2 peptide fluorescence polarization, 1536-well; in the data active means inhibition above about 12%;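 further: human Keap1 Kelch domain with fluorescein labeled Nrf2 9mer peptide probe; 0% = neutral control wells and 100% = peptide positive control; higher means more block of Keap1 binding to Nrf2 peptide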
Target sequence (Q14145 whole entry, looked up, the tested form may be a part): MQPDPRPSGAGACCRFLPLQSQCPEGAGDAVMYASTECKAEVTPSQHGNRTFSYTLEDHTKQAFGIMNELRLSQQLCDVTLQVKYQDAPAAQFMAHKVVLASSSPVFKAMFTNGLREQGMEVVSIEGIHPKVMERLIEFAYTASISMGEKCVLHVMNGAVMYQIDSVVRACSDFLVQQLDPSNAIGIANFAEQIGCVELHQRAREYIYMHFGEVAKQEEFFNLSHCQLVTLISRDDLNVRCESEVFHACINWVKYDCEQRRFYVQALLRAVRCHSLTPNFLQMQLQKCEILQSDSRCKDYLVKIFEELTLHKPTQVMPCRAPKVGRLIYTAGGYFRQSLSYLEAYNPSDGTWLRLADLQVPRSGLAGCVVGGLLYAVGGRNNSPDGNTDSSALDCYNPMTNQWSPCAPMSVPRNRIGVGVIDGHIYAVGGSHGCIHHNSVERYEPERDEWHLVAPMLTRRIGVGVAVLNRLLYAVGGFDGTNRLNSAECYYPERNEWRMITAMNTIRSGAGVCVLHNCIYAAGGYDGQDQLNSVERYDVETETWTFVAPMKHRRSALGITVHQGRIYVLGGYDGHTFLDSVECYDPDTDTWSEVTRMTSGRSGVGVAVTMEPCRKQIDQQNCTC
MOR-DOR inv ag: mu-delta opioid heterodimer inverse agonism; cell-based MOR-DOR heterodimer luminescence; P35372+P41143; inhibition, % at 9.3 µM; 0.21% of 340,000 active; in the data active means inhibition above about 22%, passing the limit was not always enough;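 further: 0% = cells with DMSO and 100% = wells without cells with DMSO; values of inactives mirror those of a sister screen read the other way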
LANA DNA inh: inhibitors of KSHV LANA C-terminal domain DNA binding; MBP-C-LANA/FAM-LBS DNA binding, fluorescence polarization; inhibition, % at 9 µM; 0.078% of 340,000 active; AID 504423;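 active means highest replicate inhibition at or above 60% at 9 µM, even if other replicates fall short; inactive means all replicates below 60% inhibition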;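 further: 0% = neutral control wells and 100% = 4 µM acridine orange control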
V-ATPase pHluor: regulators of yeast V-ATPase proton transport; S. cerevisiae, pHLuorin cytosolic pH fluorescence; response, % at 10 µM; 0.37% of 350,000 active; AID 504577; in the data active means response mostly above about 7.3%, no sharp cut-off; inactive means mostly below about 5.4%; further: actives read high; inactives centre near 0; some compounds called inactive have numbers as strong as hits; reference of the scale not given here
HTR5A ag: HTR5A agonism, opioid heterodimer counter-screen; HTR5A agonist assay, luminescence, cell-based; activation, % at 9.3 µM; 0.61% of 340,000 active; AID 504692; in the data active means activation mostly above about 9.5%, no sharp cut-off; inactive means mostly below about 7.6%;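 further: 0% = cells with vehicle only and 100% = reference agonist; strong numbers were not always called active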
Target sequence (P47898 whole entry, looked up): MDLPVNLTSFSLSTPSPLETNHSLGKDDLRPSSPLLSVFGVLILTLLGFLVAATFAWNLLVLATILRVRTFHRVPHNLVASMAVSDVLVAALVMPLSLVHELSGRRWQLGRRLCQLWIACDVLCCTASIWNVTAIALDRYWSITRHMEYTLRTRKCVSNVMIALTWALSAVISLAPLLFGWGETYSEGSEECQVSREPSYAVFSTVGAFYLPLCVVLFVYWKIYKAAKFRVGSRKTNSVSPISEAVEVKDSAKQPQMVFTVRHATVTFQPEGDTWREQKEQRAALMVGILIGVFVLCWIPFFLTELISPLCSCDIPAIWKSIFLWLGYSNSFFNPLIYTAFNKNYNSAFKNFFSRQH
HTR5A inv ag: HTR5A inverse agonism, opioid heterodimer counter-screen; P47898; 0.083% of 340,000 active; AID 504634; HTR5A cell line, luminescence; inhibition, % at 9.3 µM; in the data active means inhibition mostly above about 23%, no sharp cut-off; inactive means mostly below about 18%;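 further: 0% = cells with DMSO and 100% = no-cell wells with DMSO; some compounds called inactive have numbers as strong as hits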
MOR-DOR ag: OPRM1-OPRD1 heterodimerization agonism; cells, luminescence; 0.3% of 340,000 active; P35372+P41143; activation, % at 9.3 µM; AID 504326; in the data active means activation above about 18%;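 further: 0% = vehicle-treated cells and 100% = reference agonist; values of inactives mirror those of a sister screen read the other way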
cardiac RTF act: cardiac RTF calcium sensitization; IANBD-labeled TnC RTF fluorescence at EC20 calcium; 0% EC20 calcium, 100% full calcium; activation, % at 7.2 µM; 0.24% of 340,000 active;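 active means activation above the mean over all tested compounds plus 3 SD, cut at about 30% in these data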;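 further: rise in fluorescence read as greater calcium sensitivity of cardiac thin filaments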
RTF Ca sens inh: cardiac RTF calcium desensitization. IANBD-labeled cardiac RTF, Ca2+ fluorescence. 0.12% of 340,000 active. AID 493244. inhibition, % at 7.15 µM;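 active means inhibition above the mean inhibition of all tested compounds plus 3 SD, cut at about 17% in these data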;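 further: assay run at fixed EC70 calcium of 1.6 mM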
CAL PDZ FP: CAL PDZ (human) peptide binding inhibition; inhibition, % at 24.9 µM; Q9HD26; AID 602252; 0.92% of 300,000 active; purified CAL PDZ, TMR-peptide fluorescence polarization, 1 h;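 active means mean inhibition of at least 30% with at least half of replicates also reaching 30%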;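 further: 0% = DMSO neutral control and 100% = excess unlabeled competitor peptide PRC23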
* marks the source's active call; other numbers are inactive results; . = no result given.

SMILES	Keap1 Nrf2 FP	MOR-DOR inv ag	LANA DNA inh	V-ATPase pHluor	HTR5A ag	HTR5A inv ag	MOR-DOR ag	cardiac RTF act	RTF Ca sens inh	CAL PDZ FP
CN1CCN(c2ccc(Cl)cc2NC(=O)/C=C/c2ccc(F)cc2)CC1	2.9	-10.9	-0.8	0.8	1.0	-6.2	2.0	0.7	0.7	.
Oc1ccc(/C=N/n2c(-c3ccccc3)n[nH]c2=S)cc1Br	-3.5	-1.7	-0.7	0.6	-0.5	10.7	0.3	1.9	-5.8	.
Cc1ccc(S(=O)(=O)N2C[C@@H]3[C@H]4CC[C@H](C4)[C@@H]3[C@@H](C)C2CC(=O)c2ccccc2)cc1 (stereo partly specified)	-1.4	9.4	-0.1	1.7	0.9	-3.1	-1.8	-6.0	-3.1	-1.6
CC(=O)Nc1ccccc1NC(=O)C(F)(F)F	1.7	17.5	-1.0	-0.9	-4.0	9.4	-3.6	1.4	-4.8	-2.9
COc1cccc(C(C(=O)NCC2CCCO2)N(C(=O)Cn2nnc3ccccc32)c2ccc(NC(C)=O)cc2)c1 (stereo unspecified)	1.2	13.8	-0.1	-2.8	5.8	-16.3	-2.6	-2.7	-3.5	-4.2
COCC(=O)N1CCC(Oc2ccc(C(=O)NC3Cc4ccccc4C3)cc2)CC1	1.3	7.5	0.3	0.6	3.1	15.3	-1.4	1.8	-7.4	1.4
CCOC(=O)COc1ccc2c(c1)C(=O)CC(C)(c1cccnc1)O2 (stereo unspecified)	-4.0	8.6	-1.4	4.7	1.0	-1.4	-1.6	-2.3	3.6	.
CCN1C(=O)/C(=C/c2cn(C)nc2C)SC1=S	-2.5	10.1	1.4	-5.0	3.2	-10.4	-1.9	-3.8	-8.7	-0.7
CCOc1ccccc1NC(=O)Cn1nnc(-c2ccc(OCC)c(OCC)c2)n1	-1.8	-5.2	1.5	3.8	-8.6	22.6	0.8	-3.3	13.7	-3.2
N#CCC(=N)N1CCN(c2cccc(Cl)c2)CC1	10.7	-0.8	0.0	-2.0	5.9	-13.1	0.1	2.5	-7.1	-4.7
CN(CC(=O)Nc1ccc(Cl)c(C(F)(F)F)c1)C(=O)CCCc1nc2ccccc2c(=O)[nH]1	1.0	-0.9	-0.5	-0.1	4.9	-12.3	0.2	-4.3	-8.8	-0.5
CCOc1ccccc1N1CCN(CC(=O)c2c(N)n(C)c(=O)n(C)c2=O)CC1	-2.3	2.3	-0.9	-2.2	4.7	-13.2	-0.4	19.3	-6.5	2.9
CCc1cc(-c2[nH]ncc2-c2nc3ccccc3n2C)c(O)cc1O	-0.3	17.2	-2.5	0.9	-2.1	-14.9	-3.4	-5.9	7.1	0.0
COc1cc(Cl)c(C)cc1NC(=O)[C@@H]1CCCN1C(=O)c1cccs1	-2.6	8.2	-2.1	-2.4	4.9	-12.8	-1.6	4.0	13.9	-0.2
CCCCSc1nc(NCc2ccco2)c2c3c(sc2n1)COC(C)(C)C3	-6.0	5.4	1.4	1.6	4.3	-11.1	-1.1	-3.5	0.4	-5.3
Cc1ccc(C)c(NC(=O)c2ccccc2NS(=O)(=O)c2cc([N+](=O)[O-])ccc2C)c1	2.5	-7.9	1.4	-0.2	0.8	-2.3	1.1	-6.1	-1.0	3.8
Cn1c(CN2CCC(C(N)=O)CC2)c(C#N)c2ccccc21	-0.5	-0.2	1.5	3.6	6.2	-7.8	0.0	3.1	-5.6	-1.3
Cc1cc(CNCc2cn(C)nc2-c2ccc(Oc3ccccc3)cc2)on1	-1.2	-23.2	-0.2	-0.7	0.1	4.1	4.6	4.9	2.7	-6.6
O=C(Cn1ncc2c([nH]c3ccccc32)c1=O)NCCCN1CCN(c2ccccc2)CC1	0.1	-2.4	0.5	1.0	0.5	14.9	0.5	2.0	1.9	.
CCOC(=O)Nc1ccc2nc(N3CCCCCC3)sc2c1	-1.8	18.9	1.6	0.5	-0.9	3.3	-4.2	-3.3	-5.8	4.5
O=C(Nc1nc(-c2cccnc2)cs1)c1ccc(S(=O)(=O)N2CCOCC2)cc1	-4.9	-17.3	-1.5	3.8	0.1	1.2	3.1	1.0	-19.1	-1.5
CCOc1ccccc1N(CC(=O)NC1CCCCC1)C(=O)CCCC(=O)Nc1ccccn1	-1.8	12.0	0.1	5.4	3.1	-8.7	-2.1	-2.2	3.0	-1.5
CC(C)CCn1c(CN2CCOCC2)nc2c1c(=O)n(C)c(=O)n2C	2.0	15.1	0.1	1.8	5.9	-13.8	-2.8	1.8	-5.5	.
COc1cc(CCC(=O)NCc2ccc(Cl)cc2)cc(OC)c1OC	4.0	3.0	-1.4	1.6	0.5	-1.9	-0.6	-8.6	-8.7	-2.5
Cc1c(OC(C)C(=O)N[C@@H](Cc2ccccc2)C(=O)O)ccc2c3c(c(=O)oc12)CCCC3 (stereo partly specified)	-3.2	16.2	0.6	1.6	0.9	-5.1	-3.2	6.7	2.8	-1.1
COc1ccc(S(=O)(=O)Cc2ccc(C(=O)NCCCN(C)c3ccccc3)o2)cc1	-4.9	7.6	0.4	4.0	4.1	-10.8	-1.5	5.1	-4.8	-3.4
CCN(CCCNC(=O)Cn1ncc2c([nH]c3ccc(C)cc32)c1=O)Cc1ccccc1	-3.5	8.2	-0.4	-1.2	2.5	17.0	-1.6	2.4	-2.0	-4.5
Cc1ccc2c(c1)S(=O)(=O)c1ccc3ccccc3c1N2	2.4	-10.1	1.6	1.3	0.8	-3.3	2.0	-0.7	3.3	-7.5
Cc1ccc(NC(=O)Nc2cccnc2)cc1NC(=O)Nc1cccnc1	-5.4	-25.9	0.8	0.3	0.1	-0.4	4.7	-7.0	-1.0	-0.9
Cc1ccc(-n2c3c(cc(C(=O)NCc4ccco4)c2=O)C(=O)CC(C)(C)C3)cc1	-0.2	-0.6	1.0	1.2	-0.3	10.1	0.1	-4.3	-2.8	-2.3

Brought forward from above: 4 entries, then new ones.
SMILES	Keap1 Nrf2 FP	MOR-DOR inv ag	LANA DNA inh	V-ATPase pHluor	HTR5A ag	HTR5A inv ag	MOR-DOR ag	cardiac RTF act	RTF Ca sens inh	CAL PDZ FP
CCN(CCCNC(=O)Cn1ncc2c([nH]c3ccc(C)cc32)c1=O)Cc1ccccc1	-3.5	8.2	-0.4	-1.2	2.5	17.0	-1.6	2.4	-2.0	-4.5
Cc1ccc2c(c1)S(=O)(=O)c1ccc3ccccc3c1N2	2.4	-10.1	1.6	1.3	0.8	-3.3	2.0	-0.7	3.3	-7.5
Cc1ccc(NC(=O)Nc2cccnc2)cc1NC(=O)Nc1cccnc1	-5.4	-25.9	0.8	0.3	0.1	-0.4	4.7	-7.0	-1.0	-0.9
Cc1ccc(-n2c3c(cc(C(=O)NCc4ccco4)c2=O)C(=O)CC(C)(C)C3)cc1	-0.2	-0.6	1.0	1.2	-0.3	10.1	0.1	-4.3	-2.8	-2.3
Cc1cc(Cl)ccc1OC(C)C(=O)N1CCCN(C(=O)C(C)Oc2ccc(Cl)cc2C)CC1 (stereo unspecified)	-3.8	-13.9	-0.1	-0.7	-7.4	18.4	3.3	1.1	-1.4	-5.5
Cc1cc2ccccc2n1CCNC(=O)C(C)(C)C	-0.6	10.3	-0.1	-2.6	-1.6	-11.1	-1.9	2.0	-2.8	.
CC(=O)c1nn(-c2ccc(C)cc2)cc1C(=O)c1cccc(Br)c1	-4.3	9.8	-1.3	0.8	2.3	-6.0	-2.0	2.0	1.9	1.1
CN(C)CCCN(Cc1cc2cc3c(cc2[nH]c1=O)OCO3)C(=S)NCc1ccco1	-2.4	14.4	-1.5	-0.9	-4.1	11.2	-2.9	3.3	2.2	1.0
O=C(/C=C/c1ccc([N+](=O)[O-])cc1)NCc1ccccn1	-2.3	-8.4	-0.4	1.3	-2.1	11.1	1.6	4.5	-0.7	-6.5
O=C(NCC(c1ccco1)N1CCCCC1)c1ccc(COc2ccc(Cl)cc2)cc1 (stereo unspecified)	-8.5	-1.8	-1.1	-3.4	-1.0	2.7	0.3	-9.3	-12.7	.
CC(C)(C)c1ccc(NC(=O)Nc2ccc(F)cc2)cc1	-3.4	.	0.8	2.1	.	.	.	.	.	-5.0
CCCNC(=O)N1CCN(S(C)(=O)=O)CC1	-5.8	1.8	-0.3	-0.3	1.4	-3.8	-0.3	0.0	-3.7	5.8
CC(=O)N1CN(S(=O)(=O)c2ccc(C)cc2)CC1C (stereo unspecified)	3.4	0.3	-1.4	-1.0	0.3	8.9	-0.1	0.8	-0.3	1.0
CC12CCC(C(=O)N(CCCCN3CCN(c4ccccn4)CC3)C1=O)C2(C)C (stereo unspecified)	-0.2	-3.2	1.5	-1.7	0.0	0.0	0.7	-3.6	-1.5	-1.8
COc1cccc(OCc2nc3ccccc3[nH]2)c1	-7.9	6.5	-0.3	2.8	-3.4	9.8	-1.1	6.2	-7.4	-1.5
CC1(c2ccc3ccccc3c2)NC(=O)N(CC(=O)N2CCN(S(=O)(=O)c3ccccc3F)CC2)C1=O (stereo unspecified)	-13.7	10.2	-0.3	4.6	-1.6	-10.6	-1.9	0.5	0.9	.
COc1cc(NC(=O)c2ccc3c(SCC(=O)O)c4c(nc3c2)CCC4)cc(OC)c1OC	3.1	7.2	2.3	-5.0	6.1	-22.2	-1.4	2.4	-4.8	-3.9
NS(=O)(=O)c1ccc(CCNC(=O)CCNS(=O)(=O)c2ccccc2C(F)(F)F)cc1	-5.2	3.8	-0.7	1.4	-2.9	-9.2	-0.9	3.3	0.7	-2.7
COc1ccc(C2/C=C\CN(C(=O)c3ccc(C)cc3)CC(=O)N2Cc2ccc(F)cc2)cc1 (stereo unspecified)	-3.0	14.3	-1.9	0.8	0.9	7.9	-2.6	-3.2	-8.8	-3.9
CC(=O)c1ccc(N2CCN(S(=O)(=O)c3c(C)[nH]c(C)c3C(=O)N3CCCC3)CC2)cc1	-0.1	21.6	0.6	1.7	1.2	-11.6	-4.3	-3.4	-2.1	1.1
C=CCOc1cccc(C2C(C(=O)c3ccco3)=C(O)C(=O)N2Cc2ccncc2)c1 (stereo unspecified)	-7.6	14.2	-0.3	7.9	1.6	20.7	-2.4	9.8	1.6	-0.8
Cc1ccc2[nH]c3c(c2c1)CCNC3=O	-4.6	-5.3	-0.4	2.2	-1.7	-18.7	1.1	6.2	-12.4	0.5
Nn1c(SCC(=O)Nc2c(Cl)cccc2Cl)nncc1=O	1.7	2.1	0.4	0.7	4.5	21.3	-0.3	0.4	-7.7	-4.6
COc1ccc(CCNC(=O)Cn2c(=O)oc3cc(Cl)ccc32)cc1OC	-1.3	-3.0	-0.1	-1.1	2.8	-1.3	0.6	-0.7	-8.3	6.4
Nn1c(SCc2cccc(Br)c2)nnc1-c1cccnc1	-7.3	12.0	-1.7	-0.5	-0.8	2.6	-2.5	5.0	-14.7	2.5
O=C(c1cnccn1)N1CCc2ccccc21	-0.3	14.7	0.1	-0.4	-3.9	11.8	-2.9	2.2	-0.5	-1.0
O=C(/C=C\c1ccco1)NC(=S)Nc1ccccc1O	1.6	10.8	1.6	4.5	-5.6	25.3	-2.1	-0.5	-17.9	1.8
CCOc1ccc(NC(=O)CN(c2cccc(C(F)(F)F)c2)S(C)(=O)=O)cc1	0.4	13.2	2.5	-0.9	0.1	-28.4	-2.7	0.0	7.2	-5.8
COc1cccc(C2C(C#N)=C(N)Oc3cc(C)oc(=O)c32)c1OC (stereo unspecified)	-4.8	6.7	0.3	-4.7	0.4	-1.4	-1.2	19.4	-6.9	.
